Screens: PubChem, The Scripps Research Institute Molecular Screening Center
DAX1 inh-1 – inhibitors of DAX1 repression of SF-1 activated StAR promoter; HEK293T StAR-luciferase reporter, SF-1/DAX-1 repression relief; inhibition, % at 6.8 µM; hit rate 1.1% among 370,000; AID 652010;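 active = inhibition above the mean over all tested compounds plus 3 SD, cut at about 3.6% in these data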;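 also: 0% = DAX-1 cells with DMSO and 100% = cells lacking DAX-1 with DMSO; higher inhibition means more luminescence from relief of DAX-1 repression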
hcDAF12 agonist – activates DAF-12 receptor from parasite H. contortus | HEK293 hcDAF-12 lit1-tk-luc reporter, luminescence; 0% DMSO, 100% Δ7-dafachronic acid | activation, % at 6.8 µM | hit rate 1.4% among 370,000;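 active = activation above the mean of all tested compounds plus 3 SD, cut at about 5.5% in these data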;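 also: 100% = response to 3 µM Δ7-dafachronic acid high control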
DAX1 inh-2 – inhibits human nuclear receptor DAX1; HEK293 Gal4-DAX1 luciferase reporter, luminescence; inhibition, % at 6.75 µM; hit rate 0.99% among 340,000; AID 504766;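 active = inhibition above the mean over all tested compounds plus 3 SD, cut at about 4.2% in these data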;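 also: 0% = DAX1-transfected cells with DMSO and 100% = empty-vector control cells with DMSO; inhibition shows as a rise in luminescence from relieved DAX1 repression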
Target sequence (P51843 207-470 limits assumed): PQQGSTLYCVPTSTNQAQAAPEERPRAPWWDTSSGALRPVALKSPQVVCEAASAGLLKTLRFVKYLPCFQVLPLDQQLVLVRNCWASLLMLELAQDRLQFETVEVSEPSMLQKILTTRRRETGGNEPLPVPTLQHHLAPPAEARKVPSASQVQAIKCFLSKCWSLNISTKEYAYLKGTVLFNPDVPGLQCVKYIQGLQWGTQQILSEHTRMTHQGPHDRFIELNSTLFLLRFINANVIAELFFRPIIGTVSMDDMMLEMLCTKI
hgDAF12 agonist – agonists of H. glycines DAF-12 nuclear receptor; activation, % at 6.8 µM; hit rate 1.8% among 370,000; HEK293 GAL4-hgDAF12 UAS-luciferase reporter, agonist luminescence; normalized to butyrate control;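 active = activation above a cutoff set at the mean of all screened compounds plus 3 SD, cut at about 10% in these data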;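 also: 0% = DMSO wells and 100% = sodium butyrate wells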
ssDAF-12 act – activators of S. stercoralis DAF-12 nuclear receptor. HEK293 ssDAF-12/GRIP1 lit1-tk-luc reporter, luminescence; % of 3 µM dafachronic acid response. activation, % at 6.8 µM. hit rate 1% among 370,000;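 active = activation above the mean over all tested compounds plus 3 SD, cut at about 0.9% in these data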;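 also: 0% = DMSO-only wells and 100% = 3 µM delta7-dafachronic acid wells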
ADAM10 inh – inhibits human ADAM10 | hit rate 0.62% among 370,000 | inhibition, % at 7 µM | O14672 | recombinant ADAM10, EDANS/DABCYL FRET peptide cleavage, 3 h;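 active = inhibition above a per-campaign cutoff equal to the mean of compounds falling between control-based bounds plus 3 SD, cut at about 20% in these data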;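 also: 0% = DMSO wells while the 100% control is not disclosed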
PLCb3 inh – PLC-beta3 (human) inhibition, primary screen; Purified PLC-beta3, fluorogenic substrate, fluorescence; inhibition, % at 12.2 µM; hit rate 0.18% among 370,000; AID 720704; in the data active = inhibition above about 11%;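 also: 0% = median of compound wells on plate and 100% = full blocker control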
PLCg1 inh – blocks human PLC-gamma1 enzyme activity; AID 720700; inhibition, % at 12.2 µM; hit rate 0.84% among 370,000; purified PLC-gamma1, fluorogenic substrate, fluorescence; in the data active = inhibition above about 9.5%
GAA850 FXN act – frataxin GAA850 promoter activation. HEK293 lucGAA850 FXN promoter luciferase reporter, 24 h; percent of 10 µM SAHA response. activation, % at 6 µM. hit rate 0.56% among 360,000;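 active = activation above the average of all compounds screened plus 3 SD, cutoff fixed separately per campaign, cut at about 7.5% in these data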;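 also: 0% = DMSO wells and 100% = 10 µM SAHA wells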
HGIII-sPLA2 inh – Blocks human group III sPLA2 activity; QFRET BODIPY PC-A2 liposome hydrolysis, fluorescence; inhibition, % at 12.2 µM; hit rate 0.56% among 370,000; AID 743126;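 active = inhibition above mean plus 3 SD of compounds lying within the high and low control bounds, cut at about 19% in these data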;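 also: 0% = median of test compound wells and 100% = no enzyme DMSO wells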
Target sequence (Q9NZ20 whole entry, looked up): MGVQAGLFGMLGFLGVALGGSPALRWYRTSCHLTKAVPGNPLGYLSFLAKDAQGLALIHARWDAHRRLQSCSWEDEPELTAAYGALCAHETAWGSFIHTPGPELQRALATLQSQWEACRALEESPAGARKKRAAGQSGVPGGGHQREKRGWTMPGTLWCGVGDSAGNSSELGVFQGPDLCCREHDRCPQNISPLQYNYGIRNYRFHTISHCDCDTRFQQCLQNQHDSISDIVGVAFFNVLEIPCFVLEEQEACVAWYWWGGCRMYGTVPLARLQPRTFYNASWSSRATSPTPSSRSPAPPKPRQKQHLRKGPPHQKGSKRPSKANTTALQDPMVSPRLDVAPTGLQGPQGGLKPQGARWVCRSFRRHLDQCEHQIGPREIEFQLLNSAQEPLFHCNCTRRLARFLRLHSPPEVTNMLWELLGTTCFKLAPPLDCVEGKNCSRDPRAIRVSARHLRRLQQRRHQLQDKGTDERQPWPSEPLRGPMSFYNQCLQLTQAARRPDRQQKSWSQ
ADAM17 inh – inhibitors of human ADAM17; recombinant ADAM17, EDANS/DABCYL FRET peptide cleavage; inhibition, % at 6.95 µM; hit rate 0.83% among 370,000;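 active = inhibition above the mean of compounds lying between control limits plus 3 SD, set per campaign, cut at about 8.5% in these data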;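 also: 0% = DMSO-only wells as the low control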
Active calls of the source: *; · = not tested or not shown.

Results follow in this order: HGIII-sPLA2 inh	DAX1 inh-1	PLCb3 inh	hcDAF12 agonist	ADAM17 inh	PLCg1 inh	GAA850 FXN act	DAX1 inh-2	ssDAF-12 act	ADAM10 inh	hgDAF12 agonist
- CCC(=O)NC(=S)Nc1ccc(S(=O)(=O)NC(C)=O)cc1
 : 2.1	-0.2	3.1	-1.1	-1.6	2.3	-0.5	0.4	-1.2	4.5	0.6
- CCCC(=O)NC(=S)Nc1ccc(Cl)cn1
 : 10.5	0.0	0.9	0.6	-3.0	-1.8	3.4	-0.9	-1.1	-7.3	1.0
- COc1ccccc1NS(=O)(=O)c1cc(NC(=O)c2ccc(NC(C)=O)cc2)ccc1N1CCOCC1
 : -5.5	7.0*	-7.3	-1.4	-0.6	-1.7	0.3	1.6	-1.4	1.4	-4.3
- COc1ccc(NC(=O)CNC(=O)Cn2cnc3sc(C)c(C)c3c2=O)cc1OC
 : 10.9	-0.1	-10.9	-1.4	-0.9	4.6	0.9	0.7	-1.4	-8.0	-0.7
- Cc1cccc(C(=O)NC(=S)NCc2ccccc2)c1
 : -14.8	-0.4	-0.8	-1.6	6.4	7.5	-0.1	-1.3	-1.6	10.2	1.2
- COc1ccc(S(=O)(=O)N2CCOCC2)cc1NS(=O)(=O)/C=C/c1ccccc1
 : -4.0	1.8	1.5	0.3	-0.3	-0.6	2.5	1.9	0.0	-15.5	-1.7
- CN(CC(=O)Nc1ccc(Cl)c(S(=O)(=O)N2CCOCC2)c1)C(=O)c1cccs1
 : 0.1	-0.5	-7.1	-0.5	-1.8	1.9	-0.2	-1.0	-1.4	-6.2	-1.9
- COc1ccc(F)cc1CN1CCN(CC(=O)N2CCc3ccccc32)CC1
 : 6.5	0.2	-7.7	-0.9	-5.3	0.7	1.6	1.2	-1.0	2.7	2.1
- COc1ccccc1NC(=S)NNC(=O)c1ccc(Cl)cc1Cl
 : 11.2	1.6	-5.8	2.8	-6.8	-6.2	0.3	0.0	-0.6	1.8	6.2
- Cc1ccc(S(=O)(=O)NC(=S)c2ccccc2)cc1
 : 3.6	-0.6	-5.1	-1.3	-1.5	2.1	2.2	1.8	-0.9	1.2	0.9
- CCOc1ccc(NC(=O)CSc2nncc(=O)[nH]2)cc1
 : 2.1	-1.0	0.1	-1.1	-1.2	-1.7	1.1	1.4	-1.0	-7.4	2.5
- Cn1c(C(=O)OCC(=O)NCC2CCCO2)cc2sccc21 (stereo unspecified)
 : 0.0	-0.2	3.8	0.1	-0.7	-0.6	0.3	0.3	-1.1	-0.6	3.7
- c1ccc(-c2noc(CSc3nc4ccccc4o3)n2)cc1
 : -13.7	0.6	0.7	-1.9	1.4	5.8	1.1	1.4	-1.4	1.7	1.3
- COC(=O)c1cccc(NC(=O)CSc2nnc(C)o2)c1
 : -2.6	-0.4	-0.4	-0.2	-0.4	2.2	-0.9	-0.2	-1.0	0.1	0.3
- O=C(CSc1ccc2ccccc2c1)Nn1cnnc1
 : -2.8	0.3	-2.5	2.5	-0.2	-2.2	-0.9	1.6	-1.4	2.1	0.2
- CO[C@H]1CN(C)C(=O)c2cc(NS(=O)(=O)c3ccccc3)ccc2OC[C@@H](C)N(Cc2ccccn2)C[C@@H]1C
 : 0.6	-1.1	-2.3	-0.5	-6.9	-2.9	·	·	-0.4	-8.8	0.4
- Cc1ccc(C(=O)Nc2cc(Cl)ccc2-n2cncn2)s1
 : -2.3	-1.9	-10.9	-1.4	-3.0	2.9	2.6	-0.5	-0.9	-6.5	3.5
- COc1cccc(OC)c1-c1nn2c(-c3cc(-c4ccccc4)n[nH]3)nnc2s1
 : -9.8	0.5	0.3	-1.1	-1.7	-1.4	0.1	-0.9	-1.4	-1.8	2.2
- C=CCn1c(SCc2ccc([N+](=O)[O-])cc2)nnc1C(C)NC(=O)c1ccccc1 (stereo unspecified)
 : -0.3	-0.3	4.2	-1.5	-0.7	1.3	0.0	-0.3	-1.0	5.6	-0.8
- COc1ccc(N(C(=O)c2snc(C(N)=O)c2N)C(C(=O)NCC2CCCO2)c2ccc(C)o2)cc1OC (stereo unspecified)
 : 1.6	-0.5	-26.6	-2.3	-7.6	-14.2	-0.3	-0.2	-1.6	-16.2	3.9
- COc1cc(C2C(C(N)=O)=C(C)Nc3nc(CCCO)nn32)cc(OC)c1OC (stereo unspecified)
 : -5.3	0.6	0.8	1.0	-2.5	-2.0	-0.3	2.1	-1.4	-7.0	0.4
- CC(=O)/C=C/c1ccccc1Oc1c(F)c(F)nc(F)c1F
 : -1.0	-0.8	3.8	0.2	-3.1	1.4	2.6	-1.8	-1.3	1.0	-0.4
- COc1ccccc1-c1nnc2n1N=C(c1ccc(OC(F)F)c(OCC3CC3)c1)CS2
 : -1.7	-0.2	4.2	-1.4	4.9	8.3	0.5	1.4	-1.5	2.1	-2.9
- O=C(Nc1cccc(S(=O)(=O)N2CCCCC2)c1)c1ccc2ncsc2c1
 : -31.1	-1.7	-1.8	-3.9	-0.5	-0.3	-2.8	-4.0	-2.2	2.8	-1.9
- Cc1ccc(Nc2nc(-c3ccc(C)cc3)c(CC(=O)O)s2)cc1
 : 10.8	0.4	-119.3	4.1	-3.3	-95.2	2.9	0.1	-0.8	-13.5	6.3
- CCOc1ccc(C(C)NC(=O)C2CCC2)cc1 (stereo unspecified)
 : 15.1	-0.3	1.4	-0.3	1.3	3.7	-0.5	-0.4	-1.1	-2.6	0.8
- O=C(NNc1ccc([N+](=O)[O-])cc1[N+](=O)[O-])C1C2CCCCC21 (stereo unspecified)
 : 9.2	-0.5	1.1	1.4	-1.3	3.1	1.2	1.8	-0.9	5.8	-2.8
- CCOc1ccc(OCC)c(S(=O)(=O)n2cc(C)nc2CC)c1
 : -0.1	0.0	1.1	-1.0	1.5	0.1	-0.5	-0.9	-1.1	4.9	3.1
- Cc1ccc2c(C)c(C(=O)N(C)CCC3CCCCO3)oc2c1C (stereo unspecified)
 : -5.0	1.7	-4.9	0.6	1.9	8.8	4.3	2.2	-0.9	-7.0	0.8
- C=CCn1c(SC2CCOC2=O)nc2scc(C3CC3)c2c1=O (stereo unspecified)
 : -12.3	0.2	-6.2	-1.0	-0.8	-3.5	-3.9	0.0	-0.9	-2.5	0.5
- Cn1c(C(=O)N/N=C/c2ccccc2)cc2ccccc21
 : 5.3	1.6	-27.3	4.8	-1.4	-20.2	2.7	1.9	0.3	4.5	4.3
- O=C(c1ccc(Cl)cc1)N1CCCOC1
 : 7.0	-0.1	12.6*	-2.5	5.8	16.2*	2.1	0.8	-1.0	5.8	-0.3
- CC1(C(=O)NS(=O)(=O)c2cccc(Cl)c2)CCN1C(=O)Cc1cc(F)ccc1F (stereo unspecified)
 : -2.5	-0.4	3.2	0.3	-2.1	0.9	0.9	·	-0.6	-4.5	-5.1
- N#CCc1ccc(NC(=O)c2ccccc2C(=O)Nc2ccc(CC#N)cc2)cc1
 : 0.9	0.3	-3.5	-2.3	0.7	3.5	0.6	1.7	-0.5	2.1	1.8
- COc1ccc(-n2ncc3c(=O)n(CC(=O)N(C(C)C)C(C)C)cnc32)cc1
 : 3.4	0.6	-4.9	-2.4	2.6	6.5	0.3	0.6	0.1	15.2	-1.6
- COc1cc(C2c3sc(=O)[nH]c3SC3C(=O)N(c4ccc(C)cc4)C(=O)C32)ccc1O (stereo unspecified)
 : -20.6	-0.7	-4.4	-1.2	-4.5	-2.2	3.0	2.0	-0.7	1.1	0.8
- CCOC(=O)C1CCN(C(=O)c2ccccc2N(C)S(=O)(=O)c2ccccc2)CC1
 : 5.8	-0.1	3.0	-1.1	2.6	12.6*	2.2	-0.2	-1.1	8.1	0.7
- CC(=O)Nc1ccc(CC(=O)NCCC(c2ccccc2)c2ccccc2)cc1
 : 0.0	0.6	-9.1	-1.9	0.9	1.4	-2.2	-0.2	-1.4	-7.6	-1.1
- Cc1ccc(OCc2cc(C(=O)N3CCC(c4ccccc4Cl)C3)no2)cc1C (stereo unspecified)
 : -10.4	0.4	-10.6	3.2	0.2	-3.5	2.9	0.0	-0.7	4.2	7.1
- O=C(NNC(=O)c1ccccc1-n1cccc1)c1ccc(Cl)nc1
 : 4.2	0.3	-3.5	2.1	-0.1	-2.2	1.7	1.1	-1.1	-10.6	-2.5
- CCCCN(C(=O)c1ccc(NC(=O)C(C)C)cc1)c1ccccc1
 : 11.3	-0.3	0.2	-0.4	0.6	3.3	1.6	-1.0	-1.8	-2.5	-1.3
- O=C(NC(Cc1ccccc1)C(=O)O)/C(=C\c1ccco1)NC(=O)c1ccc(Br)cc1 (stereo unspecified)
 : -19.4	0.3	-55.9	0.6	-3.4	-25.9	-0.5	-1.3	-0.8	-1.4	-0.7
- Cc1cc(=O)[nH]c(N=N/C(=N/Nc2ccccc2C)c2ccccc2)n1
 : 6.7	-0.1	-0.9	1.8	-1.2	2.5	-3.0	-0.3	-0.2	-5.8	0.7
- COc1ccc(S(=O)(=O)N2CCCC(C(=O)N3CCN(Cc4ccccc4)CC3)C2)cc1Cl (stereo unspecified)
 : -13.3	-0.4	0.5	-1.5	-1.0	1.6	0.8	-0.1	-2.0	1.6	-1.7
- CC(=O)Nc1cccc(NS(=O)(=O)c2cn(C)c(=O)n(C)c2=O)c1
 : -0.2	1.0	0.1	-0.1	-3.1	-0.2	0.5	0.1	-0.4	-8.6	-1.1
- O=C(CSc1ccc(-c2ccc(F)cc2)nn1)NC1CCCCC1
 : 3.9	-0.8	0.9	-0.2	-3.8	2.4	1.9	-0.3	-1.3	-1.1	0.4
